FAK blocker = inhibitors of human focal adhesion kinase; Q05397; biochemical FAK kinase activity assay; inhibition, %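 (tested at 7 µM)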; 97,000 compounds, 0.84% hits; in the data active = inhibition above about 19%;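 note: 0% = DMSO and 100% = reference compound high control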
EphB4 ephrin blk = antagonists of human EphB4-ephrin-B2 interaction; P54760; EphB4 LBD / TNYL-RAW-Alexa532 peptide, fluorescence polarization; inhibition, % at 7 µM; 97,000 compounds, 0.15% hits; AID 720;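 active = inhibition above the screen-wide mean inhibition plus 3 SD, cut at about 15% in these data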;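 note: 0% = DMSO wells and 100% = excess unlabeled TNYL-RAW peptide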
Target sequence (P54760 whole entry, looked up, the tested form may be a part): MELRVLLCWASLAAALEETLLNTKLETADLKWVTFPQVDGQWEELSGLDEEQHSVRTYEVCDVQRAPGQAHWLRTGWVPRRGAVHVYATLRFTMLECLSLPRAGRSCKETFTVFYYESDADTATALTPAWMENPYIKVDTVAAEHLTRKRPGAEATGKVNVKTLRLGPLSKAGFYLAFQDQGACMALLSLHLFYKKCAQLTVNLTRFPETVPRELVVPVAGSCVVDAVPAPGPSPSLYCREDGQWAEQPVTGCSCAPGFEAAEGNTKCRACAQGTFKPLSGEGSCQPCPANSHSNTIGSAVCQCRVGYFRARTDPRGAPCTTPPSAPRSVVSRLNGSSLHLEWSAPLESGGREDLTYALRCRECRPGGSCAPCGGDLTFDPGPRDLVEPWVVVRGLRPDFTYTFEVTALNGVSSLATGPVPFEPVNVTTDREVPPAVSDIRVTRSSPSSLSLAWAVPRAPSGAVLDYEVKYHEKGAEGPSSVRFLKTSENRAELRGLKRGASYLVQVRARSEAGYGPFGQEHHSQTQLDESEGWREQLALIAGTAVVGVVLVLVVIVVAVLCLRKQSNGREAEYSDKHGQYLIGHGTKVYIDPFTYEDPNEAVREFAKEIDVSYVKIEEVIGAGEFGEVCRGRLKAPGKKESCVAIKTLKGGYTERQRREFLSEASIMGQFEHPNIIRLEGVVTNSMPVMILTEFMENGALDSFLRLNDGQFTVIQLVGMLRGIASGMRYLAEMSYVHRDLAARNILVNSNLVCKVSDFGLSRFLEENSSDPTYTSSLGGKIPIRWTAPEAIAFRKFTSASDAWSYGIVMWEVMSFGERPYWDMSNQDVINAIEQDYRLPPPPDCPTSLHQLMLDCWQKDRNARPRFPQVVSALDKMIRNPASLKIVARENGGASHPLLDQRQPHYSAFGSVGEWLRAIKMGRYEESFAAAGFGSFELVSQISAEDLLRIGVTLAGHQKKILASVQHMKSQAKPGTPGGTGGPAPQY
PLK1 kinase inh = inhibitors of human PLK1 kinase; 97,000 compounds, 0.53% hits; inhibition, % at 10 µM; recombinant PLK1 kinase, TR-FRET peptide phosphorylation;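 active = inhibition of 50% or more in the single-concentration screen; inactive = inhibition below 50%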;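 note: 0% = DMSO max control and 100% = H-89 dihydrochloride min control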
PLK1 PBD inh = blocks phosphopeptide binding to human Plk1 polo box domain; AID 693; 97,000 compounds, 0.13% hits; P53350; Plk1 PBD phosphopeptide binding, fluorescence polarization; inhibition, %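 (tested at about 20 µM)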; in the data active = inhibition above about 34%, passing the limit was not always enough
PTPN22 inh 2 = inhibitors of human LYP (PTPN22) phosphatase; recombinant LYP catalytic domain, DiFMUP fluorescence; 96,000 compounds, 0.21% hits; Q9Y2R2; inhibition, % at 2 µM;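 active = inhibition at 2 µM at or above a set limit, the screen mean plus 3 SD, cut at about 24% in these data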;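 note: 0% = DMSO with enzyme and 100% = enzyme fully blocked by orthovanadate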
PTPN22 act = increases human PTPN22 phosphatase activity. 96,000 compounds, 0.11% hits. activation, % at 2 µM. recombinant LYP, DiFMUP fluorescence; 0 = plate median, 100 = signal doubled. AID 697;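 active = activation at 2 µM above a set limit, the mean plus 5 SD, cut at about 37% in these data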
Pyk2 oligo antag = antagonists of human Pyk2 oligomerization. Q293 cells, Pyk2 FERM NanoBiT luminescence; stronger effect = lower value. 99,000 compounds, 0.83% hits. Q14289. z-score (the deposit names both 25 µM and 10 µM). AID 1347419;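 active = Z-score of -3 or lower, scaled per plate to the spread of control and sample wells; inactive = z-score above -3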;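 note: negative z-score means lost luminescence so less FERM oligomerization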
Rev-RRE block = HIV Rev-RRE protein-RNA interaction inhibition | 97,000 compounds, 0.79% hits | Rev peptide-RRE RNA binding, FRET | AID 704 | inhibition, % at 8 µM | P05866;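 active = inhibition above the screen-wide mean plus 3 SD, cut at about 35% in these data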;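 note: 0% = median DMSO wells and 100% = median Neomycin B control wells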
Target sequence (P05866 whole entry, looked up): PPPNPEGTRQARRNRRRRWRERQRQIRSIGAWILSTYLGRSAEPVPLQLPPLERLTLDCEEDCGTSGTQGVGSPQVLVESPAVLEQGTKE
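System: Cy5-labelled duplex RRE RNA binding fluorescein-labelled HIV Rev peptide; Signal: fluorescein-to-Cy5 FRET, 480 nm excitation; Also added: labelled Rev peptide; Compound: one concentration, 8 µM nominal; Buffer or medium: HEPES pH 7.5 salt buffer with EDTA; Read-out: % inhibition of FRET ratio versus controls; Schedule: 5 min preincubation and 15 min binding, 25 °C.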
F-actin modifier = modifiers of cytoskeleton assembly; HUVEC TNFa F-actin phalloidin imaging, high content; 91,000 compounds, 0.18% hits; inhibition, % at 2 µM; AID 836;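 active = inhibition above the batch mean plus 3 SD and confirmed as a hit by visual image inspection, cut at about 30% in these data, passing the limit was not always enough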; note: strong numbers were not always called active
Starred values were filed as active, the others as inactive; · = not tested or not shown.

Start of the listing, in advance, three compounds:
molecule | PTPN22 inh 2 | PTPN22 act | PLK1 PBD inh | PLK1 kinase inh | Pyk2 oligo antag | FAK blocker | F-actin modifier | Rev-RRE block | EphB4 ephrin blk
CCOC(=O)c1sc(NC(=O)c2ccncc2)nc1C | 6 | -6 | -4 | 0 | -0.19 | -1 | -10 | 4 | 3
Cn1c(SCC(=O)NCc2ccc(F)cc2)nc2ccccc21 | 4 | -5 | -15 | 11 | 0.14 | 2 | 7 | 5 | 5
Cc1ncsc1C(=O)Nc1nc2c(s1)CC(C)CC2 (stereo not given) | 0 | 2 | -18 | -6 | -0.29 | 4 | -13 | -6 | -6

Main list (from the top)
molecule | PTPN22 inh 2 | PTPN22 act | PLK1 PBD inh | PLK1 kinase inh | Pyk2 oligo antag | FAK blocker | F-actin modifier | Rev-RRE block | EphB4 ephrin blk
CCOC(=O)c1sc(NC(=O)c2ccncc2)nc1C | 6 | -6 | -4 | 0 | -0.19 | -1 | -10 | 4 | 3
Cn1c(SCC(=O)NCc2ccc(F)cc2)nc2ccccc21 | 4 | -5 | -15 | 11 | 0.14 | 2 | 7 | 5 | 5
Cc1ncsc1C(=O)Nc1nc2c(s1)CC(C)CC2 (stereo not given) | 0 | 2 | -18 | -6 | -0.29 | 4 | -13 | -6 | -6
CCCCN(CC)C(=O)Cc1c(C(=O)O)[nH]c2ccc(Cl)cc12 | -4 | 4 | -8 | -6 | 0.23 | -3 | -5 | -5 | 4
CCOC(=O)C(C)Oc1cccc2c(=O)n(CC(=O)Nc3ccc4c(c3)OCCO4)ccc12 (stereo not given) | 4 | -5 | -4 | 1 | · | 1 | -5 | 0 | -5
CC1(C)Cc2c(c(N3CCOCC3)nc3sc(C#N)c(N)c23)CS1 | 2 | -1 | -17 | -6 | 0.23 | 0 | -12 | 3 | -1
Cc1ccc(N(CC(O)COCc2ccco2)S(=O)(=O)c2ccc(C)cc2)cc1 (stereo not given) | -20 | 19 | 13 | -13 | -0.24 | 7 | -10 | 2 | -1
Cc1ccnc(SCCn2c(N(C)Cc3ccccc3)nc3c2c(=O)n(C)c(=O)n3C)n1 | -4 | 1 | 23 | -12 | · | 0 | 6 | 11 | 0
CCCCCOc1ccc(NS(C)(=O)=O)cc1 | -5 | 3 | -16 | -10 | -0.09 | -8 | -9 | 1 | -3
Cc1c(N=C/C=C2\N(C)c3ccccc3C2(C)C)c(=O)n(-c2ccccc2)n1C | 2 | -4 | -2 | -7 | -0.47 | -3 | 6 | 11 | -1
COc1ccc(-c2nc3ccccc3n2Cc2ccc(C)cc2)cc1 | -8 | 8 | -5 | -15 | -0.14 | 2 | -13 | 7 | -8
CCOC(=O)c1c(NC(=O)OC)sc(C(=O)N(CC)CC)c1C | 5 | -3 | -16 | -7 | -0.72 | -1 | 2 | 1 | -8
O=c1[nH]cnc2c([N+](=O)[O-])cccc12 | -11 | 6 | -13 | 1 | -0.56 | 1 | 1 | 3 | -5
COc1ccc(OCC(=O)N2CCN(C(=O)c3cccc(F)c3)CC2)cc1 | -3 | 6 | -8 | -7 | -0.37 | 0 | -2 | 2 | 1
CC1CC(=O)c2cnc(NCc3ccco3)nc2C1 (stereo not given) | 2 | -5 | -10 | -16 | 0.23 | 10 | -10 | 7 | 5
CC(=O)c1c(O)cc(C)n(Nc2nc(C)cc(C)n2)c1=O | -24 | 22 | -6 | -5 | -0.98 | -2 | -14 | 3 | -8
CCOC(=O)c1c(C)[nH]c(C(=O)CN2C(=O)NC(C)(c3ccc4ccccc4c3)C2=O)c1C (stereo not given) | -2 | -1 | 3 | -6 | 0.09 | 9 | -4 | 6 | 3
COC(=O)c1cn(N(C)c2ncc(C(F)(F)F)cc2Cl)c(=O)c2ccccc12 | -6 | 7 | -17 | -2 | -1 | 0 | · | 14 | -1
CCCc1cc(=O)[nH]c(SCC(=O)OCc2ccccc2)n1 | 1 | -1 | -15 | -16 | -0.23 | 0 | 3 | 1 | -6
COc1ccc(OC)c(NC(=O)CCNS(=O)(=O)c2cccs2)c1 | 2 | -2 | -8 | -14 | -0.09 | 1 | 9 | 7 | 0
Cn1c(=O)c2c(nc(-n3ccnc3)n2Cc2ccc([N+](=O)[O-])cc2)n(C)c1=O | -6 | 10 | -11 | -2 | 0.91 | 6 | 4 | 10 | -3
CN1CCN(C(c2cccc(C(F)(F)F)c2)c2nnnn2C(C)(C)C)CC1 (stereo not given) | 22 | -19 | -2 | -11 | 0.25 | -1 | 18 | 6 | -1
COC(=O)Cc1c(C)nc2nc(-c3ccc(C)cc3)[nH]n2c1=O | -10 | 8 | 3 | -4 | 0.05 | -2 | -18 | 3 | -2
ClC(=C\c1ccccc1)/C=N/N1CCN(c2ccccn2)CC1 | 8 | -3 | 24 | -6 | 0.81 | 6 | -4 | 3 | 2
Cc1cc(NC(=O)CCC(=O)N(c2ccccc2)C(C(=O)NCC2CCCO2)c2cccnc2)no1 (stereo not given) | -4 | 4 | -25 | -12 | 2.9 | 2 | 2 | -4 | -5
CCOc1ccc(N=Nc2c(=O)[nH]n3c(=O)cc(C)[nH]c23)cc1 | 16 | -12 | -13 | 11 | -2.3 | 1 | 4 | 1 | 0
CCOC(=O)c1cc2c(=O)n3ccccc3nc2n(CCCOC)c1=NC(C)=O | 1 | 3 | 6 | -16 | -0.38 | 7 | 4 | 3 | 3
Cc1c(C(=O)NCc2cccs2)oc2ccccc12 | 2 | -4 | 3 | -7 | -0.09 | 15 | -27 | 3 | 7
Cc1cc(C(F)(F)F)nn1C(=O)c1cccnc1Cl | 0 | -2 | 14 | 3 | 0.66 | -2 | 2 | 8 | 2
O=C1Nc2cc(Cl)c(Cl)cc2N(O)N1c1ccc(Cl)cc1 | -7 | 7 | -24 | -14 | 2 | 7 | 7 | 3 | 2
CC(C)C(=O)Nc1ccc2c(c1)oc1ccccc12 | 3 | -2 | 4 | -8 | -1.4 | 2 | 2 | 1 | -3
COc1cc(C2SCC(=O)N2CCCN(C)C)cc(OC)c1OC (stereo not given) | -6 | 6 | -30 | 5 | -1 | 1 | · | 7 | -3
Cc1c(C(=O)OCC(=O)N2CC(=O)Nc3ccccc32)oc2ccc(Br)cc12 | 9 | -7 | -18 | -10 | 2 | -1 | -4 | 4 | -3
Cc1ccc(NC(=O)C2CCCN2S(=O)(=O)c2cccc3cccnc23)cc1F (stereo not given) | -2 | 0 | 15 | -6 | · | 4 | 4 | 6 | -4
CC(=O)SCC(=O)N=c1sc2cc(F)ccc2n1C | 12 | -11 | 2 | 2 | 0.47 | -1 | 1 | 2 | -4
CCN(CC)c1nc(Nc2ccc(Cl)cc2)nc(OCC#N)n1 | 8 | -9 | 1 | -6 | -1.1 | 7 | 43 | 13 | 2
CCOC(=O)C1CCCCN1Cc1ccc(OC)c(OC)c1OC (stereo not given) | 8 | -7 | -16 | -2 | -0.04 | -3 | · | -6 | -1
Cc1ccc(C(=O)N/C(=C/C=C/c2ccccc2)C(=O)NCc2ccco2)cc1 | 6 | -2 | 6 | -6 | -0.28 | -3 | 19 | -1 | 3
Cc1cc(NC(=O)c2ccc(COc3ccc(Cl)c(C)c3)o2)no1 | -3 | 0 | 4 | -12 | 0.32 | -1 | -2 | 5 | 4
CC(=O)N1N=C(c2cccc([N+](=O)[O-])c2)OC1c1ccc(Cl)cc1Cl (stereo not given) | -2 | 4 | 14 | -7 | -0.29 | 0 | 2 | 18 | 6
Cc1oc(-c2ccc(Cl)cc2)nc1CN1CCCC(C(=O)NCc2ccccn2)C1 (stereo not given) | 6 | -7 | -4 | -5 | -0.54 | -3 | 0 | 6 | 7
O=C(NCc1ccccn1)C1CC(=O)N(C2CCCC2)C1 (stereo not given) | -22 | 19 | 9 | -14 | · | 3 | 23 | 9 | 3
Cc1ccc(S(=O)(=O)C2(C(=O)N3CCCCCC3)CC2)cc1 | 2 | -3 | 6 | -15 | -0.45 | -2 | 4 | 1 | -4
Cc1ccc(S(=O)(=O)NC2(C(F)(F)F)C(=O)Nc3c2c(=O)n(C)c(=O)n3C)cc1 (stereo not given) | -2 | 4 | -4 | -54 | -0.81 | -3 | 18 | 10 | 3
O=c1c2c3c(sc2n2c(=S)[nH]nc2n1Cc1ccccc1)CN(Cc1ccccc1)CC3 | 8 | -9 | 13 | 6 | · | 5 | -1 | -3 | -6
Cc1cc(C)nc(NC2=NCC(=O)N2c2ccc3c(c2)OCCO3)n1 | 8 | -4 | -7 | 4 | 0.73 | -6 | -4 | 0 | 0
CCOc1ccc(CCNS(=O)(=O)c2cccc3nsnc23)cc1OCC | 3 | -4 | 2 | -10 | 0.23 | 2 | -4 | 3 | -3
CCCc1ccc(-c2cc(C(=O)N/N=C/c3ccc([N+](=O)[O-])o3)c3ccccc3n2)cc1 | 10 | -12 | -4 | -8 | 0.02 | 2 | 18 | 2 | -1
O=C(COc1ccc(Cl)cc1Cl)NC(=O)N1CCOCC1 | 5 | -6 | 0 | 5 | 0.13 | -1 | 0 | 12 | 3
CCOC(=O)N1CCC(NC(=O)Cn2ncc3c4ccccc4n(C)c3c2=O)CC1 | 2 | -5 | -17 | -13 | 1.1 | -1 | -13 | 1 | 9

Additional compounds follow:
molecule | PTPN22 inh 2 | PTPN22 act | PLK1 PBD inh | PLK1 kinase inh | Pyk2 oligo antag | FAK blocker | F-actin modifier | Rev-RRE block | EphB4 ephrin blk
COc1ccc(NCc2nnc(SCC(=O)NCc3ccco3)n2-c2ccccc2OC)cc1 | -12 | 11 | 1 | -24 | 1.1 | -2 | -10 | -1 | -3
COC(=O)COc1ccc2c(-c3cccc([N+](=O)[O-])c3)cc(=O)oc2c1 | 10 | -7 | -12 | 1 | 0.69 | -5 | · | 2 | -2
CCOc1ccc(OCC)c(NC(=O)C2CCN(S(=O)(=O)c3cnc[nH]3)CC2)c1 | -9 | 8 | 5 | -13 | -0.72 | -1 | -5 | -2 | -9
Cc1cc(NC(=O)CSc2nnc(-c3ccco3)o2)no1 | 5 | -7 | 2 | -18 | 0.2 | -1 | -2 | 4 | -8
CC1(C)CC(=O)C(C=NC2CC(C)(C)NC(C)(C)C2)=C(O)C1 | 7 | -7 | 21 | -11 | -0.29 | -3 | 23 | 3 | 1
Cc1sc(NC(=O)CSc2nnc(C(C)C)n2C)c(C#N)c1C | 3 | -4 | -2 | -8 | -0.6 | 0 | 37 | 3 | 7
COCCCNc1nc(=S)[nH]c2cc(OC)c(OC)cc12 | -4 | 0 | -8 | -1 | 0.97 | 0 | 21 | 6 | 5
CC(C)NC(=O)/C(=N\O)c1ccccc1 | -9 | 9 | 36 | -9 | 0.72 | 0 | -8 | 2 | -6
N#CC1=C(N)NC(SCC(=O)c2ccc(Cl)cc2)=C(C#N)C12CCCC2 | -3 | 4 | 17 | -9 | -0.73 | 3 | -8 | 5 | 0
Oc1c(Cl)cc(Cl)cc1C=Nc1ccc2c(c1)OCCO2 | 7 | -6 | -3 | 8 | -0.59 | -2 | · | 46* | 6

Reformatted with the structure last: 2 of the compounds above.
PTPN22 inh 2 | PTPN22 act | PLK1 PBD inh | PLK1 kinase inh | Pyk2 oligo antag | FAK blocker | F-actin modifier | Rev-RRE block | EphB4 ephrin blk | SMILES
-3 | 4 | 17 | -9 | -0.73 | 3 | -8 | 5 | 0 | N#CC1=C(N)NC(SCC(=O)c2ccc(Cl)cc2)=C(C#N)C12CCCC2
-9 | 8 | 5 | -13 | -0.72 | -1 | -5 | -2 | -9 | CCOc1ccc(OCC)c(NC(=O)C2CCN(S(=O)(=O)c3cnc[nH]3)CC2)c1
